Hsp90 Hop PPI: qHTS Assay for Disrupters of an Hsp90 Co-Chaperone Interaction. AID 595, 2007. Hsp90 C-terminal peptide / TPR2A (Hop) interaction, human. AlphaScreen TPR2A-His6 binding biotin-Hsp90 C-terminal peptide. 71,000 tested, 0.44% active. Potency, µM (highest dose often 57 µM), for inactives: at the top dose activity change, negative = inhibition; active means well fitted curve in either direction with a large enough effect; inconclusive means small, poorly fitted or top-dose-only effect, or another doubt; further: potency means the concentration at half of the fitted maximal effect; on the % scale 0 is the no-effect control and ±100 the full control effect; many of its hits are not listed in these tables
4-MU autofl: qHTS Assay for Spectroscopic Profiling in 4-MU Spectral Region; compound autofluorescence, 340/450 nm, 4-MU equivalents; hits give high values; max dye-equivalent concentration, M; 59,000 tested, 11% active; AID 589, 2007; in the data active means max dye-equivalent concentration above about 10 nM; inconclusive means mostly about 1.1 nM to 9.6 nM
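Compounds in 100 mM Tris, pH 8.0, incubated 15 min at room temperature, then fluorescence read at 340 nm excitation/450 nm emission. Signal converted to 4-MU dye-equivalent concentration using an on-plate six-point 4-MU standard curve.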
CRE-bla Fsk: Cell signaling CRE-BLA (Fsk stim) | 71,000 tested, 2.5% active | Potency, µM (doses to about 38.2 µM), inactives show at the top dose activity change, negative = inhibition, hits mostly activators | AID 662, 2007 | CHO CRE-bla reporter (cAMP response element driving beta-lactamase), forskolin EC10, beta-lactamase ratio; active means well fitted activation curve with a large enough effect in the signal ratio, with a control signal flat, not every such curve was filed as active; inconclusive means small, poorly fitted or top-dose-only effect, or effect the other way, or a change in a side signal; the % refers to the signal ratio; further: potency means the concentration at half of the fitted maximal effect; % of control where 0% means no effect
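qHTS titration format; CRE-bla CHO reporter; stimulus EC10 NKH 477, a water-soluble forskolin. Read: CCF4 460/530 nm ratio. Potency expressed as AC50 for activators or inhibitors.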
Epigenetic mod: qHTS Assay for Epigenetic Modulators | 68,000 tested, 0.09% active | mouse C127i GFP locus derepression, cytometry, 30 h | AID 597, 2007 | Potency, µM (series often up to 46.1 µM), for inactives: top-dose GFP derepression (activation); further: % of control where 0% means no effect
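Murine C127i mammary cells carrying a silenced, stably integrated CMV-driven GFP reporter were treated with compound for 30 hours at 37 C. After PBS washes, GFP-positive cells were counted by laser-scanning microplate cytometry.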
HBB splice mod: qHTS Assay for Modulators of Hemoglobin Beta Chain Splicing; HBB splicing reporter cell assay, activation; EGFP reporter with mutant IVS2-654 intron; response scale: normalised to 500 nM splice-correcting PNA; AID 925, 2007; 65,000 tested, 0.06% active; Potency, µM (titrated, usually from 46.1 µM), for the others: top-dose activation, usual class: activators; further: potency means the concentration at half of the fitted maximal effect; 0% is about no effect
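Compounds were applied for 2 days to HeLa EGFP-654 cells, 500/well in Optimem with 2% FCS. The reporter's EGFP is disrupted by mis-splicing of beta-globin intron IVS2-654. Readout: summed well GFP fluorescence from 488 nm laser scanning; reference was 500 nM antisense […] 654 PNA.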
UbGFP stabilizer: Ubiquitin-GFP Assay; Ubiquitin-GFP reporter cells, proteasome inhibition, GFP fluorescence; response scale: untreated = 0%, 10 µM MG-132 = 100%; Potency, µM (top dose mostly 45.9 µM), for inactives: at the top dose activation (GFP accumulation), hits mostly activators; 67,000 tested, under 10 active; active means well fitted activation curve with a large enough effect, not every such curve was filed as active; inconclusive means small, poorly fitted or top-dose-only effect, or another doubt; inactive means no such curve, though single readings can be large or run the other way; further: potency means the concentration at half of the fitted maximal effect
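Proteasome blockade was scored as a rise in GFP-expressing U2OS cells carrying a ubiquitin(G76V)-GFP construct, imaged after 4 hr compound treatment at 37 °C across a 46 uM–2.9 nM series.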
A350 fluor: qHTS Assay for Spectroscopic Profiling in A350 Spectral Region. Compound autofluorescence, 340/450 nm, Alexa 350 dye-equivalents; hits give high values. max dye-equivalent concentration, M. 59,000 tested, 11% active. AID 590, 2007; in the data active means max dye-equivalent concentration above about 10 nM; inconclusive means mostly about 1.1 nM to 9.6 nM
FLuc inh: qHTS Assay for Inhibitors of Firefly Luciferase | AID 411, 2009 | Potency, µM (highest dose often 57.1 µM), inactives show at the highest dose activity change, negative = inhibition, hits mostly inhibitors | 72,000 tested, 2.2% active | purified firefly luciferase, luminescence, 8 min | Luciferin 4-monooxygenase (Photinus pyralis), P08659; further: potency means the concentration at half of the fitted maximal effect; on the % scale 0 is the no-effect control and ±100 the full control effect; nearly all actives have a fitted effect of over 40% in size
Target sequence (P08659 whole entry, looked up): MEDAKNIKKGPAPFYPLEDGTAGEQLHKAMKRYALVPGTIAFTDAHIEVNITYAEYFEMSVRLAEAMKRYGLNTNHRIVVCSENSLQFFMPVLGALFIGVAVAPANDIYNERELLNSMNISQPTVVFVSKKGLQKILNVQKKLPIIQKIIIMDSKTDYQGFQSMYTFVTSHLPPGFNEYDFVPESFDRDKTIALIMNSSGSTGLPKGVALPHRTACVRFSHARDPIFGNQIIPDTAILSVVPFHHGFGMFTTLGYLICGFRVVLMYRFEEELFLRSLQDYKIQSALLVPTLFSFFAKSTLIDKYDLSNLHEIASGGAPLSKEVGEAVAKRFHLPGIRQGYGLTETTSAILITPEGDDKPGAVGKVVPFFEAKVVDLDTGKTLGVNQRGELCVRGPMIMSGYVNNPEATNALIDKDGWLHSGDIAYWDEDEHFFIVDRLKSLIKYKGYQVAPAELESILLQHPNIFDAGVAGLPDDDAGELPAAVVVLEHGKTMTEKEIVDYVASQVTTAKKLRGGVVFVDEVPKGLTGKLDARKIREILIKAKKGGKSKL
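Substrate buffer containing 10 uM ATP (pH 7.2 imidazole, Mg2+, KCl, detergent, BSA) is dispensed, compound pinned in, then luciferase/luciferin detector mix added. After 8 min at ambient temperature, light output is measured.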
Fluorescein autfl: qHTS Assay for Spectroscopic Profiling in Fluorescein Spectral Region | max fluorescein-equivalent concentration, M | Compound autofluorescence, 480/540 nm, fluorescein-equivalent; hits give high values | 59,000 tested, 0.91% active; in the data active means max fluorescein-equivalent concentration above about 10 nM; inconclusive means between about 1.1 nM and that limit
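Fluorescein stocks ranging 3 mM down to 300 nM, plus DMSO blanks, were pinned alongside compounds to build a per-plate standard curve. Buffer: 100 mM Tris, pH 8.0. Incubation 15 min, room temperature; filters 480/540 nm.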
Texas Red fluor: qHTS Assay for Spectroscopic Profiling in Texas Red Spectral Region. max dye-equivalent concentration, M. Compound fluorescence, Texas Red channel, 547/618 nm; hits give high values. 59,000 tested, 0.06% active; in the data active means max dye-equivalent concentration above about 10 nM; inconclusive means between about 1.1 nM and that limit
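Fluorescence at ex 547/em 618 nm, normalized against an on-plate Texas Red standard series to give dye-equivalent concentration per compound concentration. Buffer 100 mM Tris, pH 8.0; 15 min RT incubation before CCD imaging.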
ERK AVP block: qHTS Assay for Inhibitors of the ERK Signaling Pathway using a Homogeneous Screening Assay; HEK293-V1b, vasopressin-stimulated pERK AlphaScreen; Potency, µM (titrated, usually from 57.5 µM), inactives show at the highest dose activity, negative = inhibition, hits mostly inhibitors; 72,000 tested, 0.99% active; AID 995, 2007; further: potency means the concentration at half of the fitted maximal effect; on the % scale 0 is the no-effect control and ±100 the full control effect; nearly all actives have a fitted effect of over 55% in size
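HEK293 cells stably expressing V1b receptor, preincubated 30 min at 37 °C with compound, then stimulated 5 min with 25 nM vasopressin. Phospho-ERK by AlphaScreen SureFire after 5 h RT; normalized to DMSO and vasopressin; AC50 by Hill fit.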
* marks the source's active call; other numbers are inactive results; [ ] = another dose, or the depositor's remark. Unless noted, the call rests on the fitted dose curve; in most records, active means well fitted curve in the direction sought with a large enough effect; inconclusive means small, poorly fitted or top-dose-only effect, or another doubt; inactive means no such curve, though single readings can be large; an effect the other way counts as inactive or inconclusive.

`Cc1ccc(-c2nc3ncccn3c2Nc2ccc3c(c2)OCCO3)o1` gave Hsp90 Hop PPI -12.0%, 4-MU autofl inactive, CRE-bla Fsk inconclusive, Epigenetic mod 0.0%, HBB splice mod -1.6%, UbGFP stabilizer -7.9%, A350 fluor inactive, FLuc inh -12.0%, Fluorescein autfl inactive, Texas Red fluor inactive and ERK AVP block inconclusive.
For O=C1c2cccnc2C(=O)N1C1CCCCC1 the results were Hsp90 Hop PPI -6.3%, 4-MU autofl inactive, CRE-bla Fsk -15.4%, Epigenetic mod -2.6%, HBB splice mod 1.0%, UbGFP stabilizer inconclusive, A350 fluor inactive, FLuc inh 2.3%, Fluorescein autfl inactive, Texas Red fluor inconclusive and ERK AVP block 8.0%.
Cc1sc2nc3n(c(=O)c2c1C)CCCS3 was read as Hsp90 Hop PPI -3.8%, 4-MU autofl inactive, CRE-bla Fsk inconclusive, Epigenetic mod -1.7%, HBB splice mod 3.3%, UbGFP stabilizer -5.2%, A350 fluor inconclusive, FLuc inh -0.4%, Fluorescein autfl inactive, Texas Red fluor inactive and ERK AVP block -10.3%.
Screening COc1ccc(S(=O)(=O)N(C)CC(=O)N2CCC(C(N)=O)CC2)cc1Cl returned Hsp90 Hop PPI 2.0%, 4-MU autofl inactive, CRE-bla Fsk inconclusive, Epigenetic mod 0.0%, HBB splice mod -1.1%[57.5 µM], UbGFP stabilizer -8.6%, A350 fluor inactive, FLuc inh 3.1%, Fluorescein autfl inconclusive, Texas Red fluor inactive and ERK AVP block 11.4%.
`CS(=O)(=O)N1CCN(C(=O)C2c3ccccc3Oc3ccccc32)CC1` gave Hsp90 Hop PPI 0.4%, 4-MU autofl inactive, CRE-bla Fsk -19.4%, Epigenetic mod -2.7%, HBB splice mod 2.3%, UbGFP stabilizer 17.4%, A350 fluor inactive, FLuc inh 1.9%, Fluorescein autfl inactive, Texas Red fluor inactive and ERK AVP block -10.2%.
Screening CC1=C(C(=O)OC(C)C)C(c2ccccn2)n2ncnc2N1 (stereo unspecified) returned Hsp90 Hop PPI -3.2%[2.3 µM], CRE-bla Fsk 0.2%, HBB splice mod 0.2%, UbGFP stabilizer -8.1%, FLuc inh 3.3% and ERK AVP block 4.6%.
`Cc1ccc(S(=O)(=O)Cn2nnnc2C(c2ccccc2)N2CCN(c3ncccn3)CC2)cc1` (stereo unspecified) gave Hsp90 Hop PPI -3.8%, 4-MU autofl inactive, CRE-bla Fsk -2.2%, Epigenetic mod -1.7%, UbGFP stabilizer -3.0%, A350 fluor inactive, FLuc inh 0.7%, Fluorescein autfl inactive, Texas Red fluor inactive and ERK AVP block -10.3%.
CCc1nnc(NC(=O)CSc2nnc(-c3ccco3)n2CC)s1 was read as Hsp90 Hop PPI -1.5%, 4-MU autofl inactive, CRE-bla Fsk 1.3%, Epigenetic mod 0.0%, HBB splice mod -0.1%[57.5 µM], UbGFP stabilizer -3.7%, A350 fluor inactive, FLuc inh -0.9%, Fluorescein autfl inconclusive, Texas Red fluor inactive and ERK AVP block 25.7%.
For O=C(c1ccco1)N1CCC[C@@]2(CCN(C(c3ccccc3)c3ccccc3)C2)C1 the results were Hsp90 Hop PPI -3.9%, 4-MU autofl inactive, CRE-bla Fsk inconclusive, Epigenetic mod -2.3%[9.22 µM], HBB splice mod -1.3%, UbGFP stabilizer 4.8%, A350 fluor inactive, FLuc inh 0.1%[11.4 µM], Fluorescein autfl inactive, Texas Red fluor inactive and ERK AVP block -4.4%.
For CC1(C)Cc2nc(NCCN3CCOCC3)c(C#N)cc2CO1 the results were 4-MU autofl inconclusive, Epigenetic mod 0.0%[20.6 µM], A350 fluor inconclusive, FLuc inh 3.0%[25.5 µM], Fluorescein autfl inconclusive and Texas Red fluor inactive.
For CCCS(=O)(=O)N1CCC(C(=O)NC2CCCCC2C)CC1 (stereo unspecified) the results were Hsp90 Hop PPI 1.9%, 4-MU autofl inactive, CRE-bla Fsk 2.3%, Epigenetic mod -2.9%, HBB splice mod 0.4%, UbGFP stabilizer 26.4%, A350 fluor inactive, FLuc inh 0.6%, Fluorescein autfl inactive, Texas Red fluor inconclusive and ERK AVP block 9.4%.
Screening O=C(CSc1nnc(-c2ccco2)n1Cc1ccco1)N1CCOCC1 returned Hsp90 Hop PPI -6.2%, 4-MU autofl inactive, CRE-bla Fsk 9.3%, Epigenetic mod 2.2%, HBB splice mod -0.2%, UbGFP stabilizer 2.9%, A350 fluor inactive, FLuc inh 0.1%, Fluorescein autfl inconclusive, Texas Red fluor inactive and ERK AVP block 0.7%.
For CN1CCN(CCC(=O)Nc2cccc(F)c2)CC1 the results were Hsp90 Hop PPI -1.5%, 4-MU autofl inactive, CRE-bla Fsk -5.2%, Epigenetic mod 1.2%, UbGFP stabilizer 2.9%, A350 fluor inactive, FLuc inh -0.9%, Fluorescein autfl inactive, Texas Red fluor inconclusive and ERK AVP block 17.5%.
Screening CCn1c(SCC(=O)N2CCN(c3ccccc3F)CC2)nnc1-c1ccoc1C returned Hsp90 Hop PPI -1.7%, 4-MU autofl inactive, CRE-bla Fsk -12.5%, Epigenetic mod 0.0%, HBB splice mod -0.3%[57.5 µM], UbGFP stabilizer 8.1%, A350 fluor inactive, FLuc inh 0.7%, Fluorescein autfl inconclusive, Texas Red fluor inconclusive and ERK AVP block 4.7%.
Screening O=C(O)c1cccc(C(=O)O)n1 returned Hsp90 Hop PPI inconclusive, 4-MU autofl inactive, CRE-bla Fsk -10.9%, Epigenetic mod -4.7%, HBB splice mod 4.7%, UbGFP stabilizer -0.5%, A350 fluor inactive, FLuc inh 3.5%, Fluorescein autfl inconclusive, Texas Red fluor inactive and ERK AVP block -3.2%.
Screening COc1ccc(N2C(=O)CSC2c2ccc3c(c2)OCO3)cc1 (stereo unspecified) returned Hsp90 Hop PPI -2.0%, 4-MU autofl inactive, CRE-bla Fsk -5.9%, Epigenetic mod 3.3%, HBB splice mod 0.3%, UbGFP stabilizer 1.7%, A350 fluor inactive, FLuc inh 2.5%, Fluorescein autfl inactive, Texas Red fluor inactive and ERK AVP block 5.2%.
O=C(CCNS(=O)(=O)c1cccc2nsnc12)NC1CCCc2ccccc21 (stereo unspecified) was read as Hsp90 Hop PPI -3.9%, 4-MU autofl inactive, CRE-bla Fsk inconclusive, Epigenetic mod -4.8%, HBB splice mod -0.9%, UbGFP stabilizer -3.7%, A350 fluor inactive, FLuc inh -0.4%, Fluorescein autfl inactive, Texas Red fluor inactive and ERK AVP block 25.7%.
For COc1ccc(-c2ccc(-c3noc(-c4ccccc4F)n3)c(OC)n2)cc1 the results were Hsp90 Hop PPI 0.7%, 4-MU autofl 3.63e-08M*, CRE-bla Fsk -2.1%, Epigenetic mod 2.7%, HBB splice mod 0.9%, UbGFP stabilizer 12.4%, A350 fluor 3e-08M*, FLuc inh -1.4%, Fluorescein autfl inactive, Texas Red fluor inactive and ERK AVP block -6.8%.
For Cc1ccc2c(c1)C(O)(CC(=O)c1ccc3c(c1)OCO3)C(=O)N2 (stereo unspecified) the results were Hsp90 Hop PPI -7.1%, 4-MU autofl inactive, CRE-bla Fsk -25.8%, Epigenetic mod 5.9%, HBB splice mod 0.3%, UbGFP stabilizer 7.4%, A350 fluor inactive, FLuc inh 0.0%, Fluorescein autfl inactive, Texas Red fluor inactive and ERK AVP block -4.9%.
COC(=O)c1cc(-c2ccc(Br)cc2)n[nH]1 was read as Hsp90 Hop PPI -1.9%, 4-MU autofl inactive, CRE-bla Fsk 3.6%, Epigenetic mod 1.1%, HBB splice mod 1.2%, UbGFP stabilizer -2.2%, A350 fluor inactive, FLuc inh -8.4%, Fluorescein autfl inactive, Texas Red fluor inactive and ERK AVP block 25.9%.
Screening O=C(c1ccc(CS(=O)(=O)c2ccc(Br)cc2)o1)N1CCCC1 returned Hsp90 Hop PPI -3.3%[2.3 µM], CRE-bla Fsk 9.3%, HBB splice mod -1.1%, UbGFP stabilizer 0.0%, FLuc inh 2.0% and ERK AVP block -12.3%.
For CC(C)(C)c1cc(C(=O)N2CCN(c3ncccn3)CC2)ccn1 the results were Hsp90 Hop PPI -2.1%, 4-MU autofl inactive, CRE-bla Fsk 7.8%, Epigenetic mod 8.0%, HBB splice mod -0.8%, UbGFP stabilizer 3.7%, A350 fluor inactive, FLuc inh 1.9%, Fluorescein autfl inactive, Texas Red fluor inactive and ERK AVP block -22.3%.

Screening results deposited in PubChem by National Center for Advancing Translational Sciences (NCATS).

This is a subset; count on the stated rates, not on these rows.
